Compound activity as filed in PubChem BioAssay.
Eya2 inh: qHTS Assay for Inhibitors of the Phosphatase Activity of Eya2. 330,000 compounds, 0.006% hits. Potency, µM (series often up to 76.9 µM), for inactives: at the highest dose activity, negative = inhibition, most hits filed as inhibitors. recombinant Eya2, OMFP fluorescence dephosphorylation (OMFP is methylfluorescein phosphate). Protein phosphatase EYA2 (Homo sapiens), O00167; further: potency means the concentration at half of the fitted maximal effect; on the % scale 0 is the no-effect control and ±100 the full control effect
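Eya2 (0.2 uM) preincubated 10 min at ambient with compound, then OMFP substrate added at 50 uM; 10 min reaction in 50 mM HEPES pH 7.5, 50 mM NaCl, 5 uM MgCl2, 0.05% BSA, 1 mM DTT. Fluorescence read at Ex 485/Em 525 nm.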
TCR activator: Activators of T cell receptors: qHTS campaign; primary human leukocytes, anti-CD3, IL-2 HTRF, 48 h; Potency, µM (top dose mostly 9.22 µM), inactives show top-dose activation of IL-2 secretion, usual class: activators; 330,000 tested, under 10 active; AID 504894, 2011; further: % of control where 0% means no effect
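TCR engagement came from a-CD3 beads alone, with compounds added to primary human leukocytes for 48 hr. Secreted IL-2 bridged europium cryptate- and d2-labelled anti-IL-2 antibodies, giving FRET emission at 665nm after 320nm excitation.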
Mito fusion yeast: qHTS Assay for Small Molecule Inhibitors of Mitochondrial Division or Activators of Mitochondrial Fusion; Potency, µM (series often up to 46.1 µM), for inactives: top-dose growth rescue (activation), most hits filed as activators; S. cerevisiae fusion-defective mutant growth rescue, CellTiterGlo 48 h; 320,000 compounds, 0.23% hits;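 further: potency means the concentration at half of the fitted maximal effect; % of control where 0% means no effect; nearly all actives have a fitted effect of over 45% in size; temperature-sensitive fusion mutants such as fzo1-1 at 37 °C on non-fermentable ethanol glycerol medium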
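Growth-rescue viability read-out: after 48 h at the non-permissive 37C in glycerol/ethanol YPEG, yeast mitochondrial fusion mutants are measured by CellTiterGlo luminescence; compounds (23 nl pinned per well) restoring growth score as division inhibitors or fusion activators.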
ELG1 repair inh: qHTS screen for small molecules that inhibit ELG1-dependent DNA repair in human embryonic kidney (HEK293T) cells expressing luciferase-tagged ELG1; AID 504467, 2011; HEK293T ELG1-luciferase reporter, luminescence, 16 h; DNA damage induced by 5-fluorouridine; Potency, µM (titrated, usually from 46.1 µM), inactives show at the highest dose activity change, negative = inhibition, hits mostly inhibitors; 330,000 compounds, 2.3% hits; further: potency means the concentration at half of the fitted maximal effect; on the % scale 0 is the no-effect control and ±100 the full control effect; nearly all actives have a fitted effect of over 55% in size
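5-Fluorouridine DNA damage + compound/DMSO, 2,000 cells/well, 16 h, 37 °C/5% CO2. ONE-Glo, 30 min RT, luminescence. Readout = decrease in reporter signal.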
B2AR arrestin: qHTS assay of beta-arrestin-biased ligands of beta2-adrenergic receptor; Beta-2 adrenergic receptor (Homo sapiens), P07550; beta-arrestin recruitment to beta2AR, cell-based reporter; Potency, µM (doses to about 46.1 µM), inactives show top-dose activation, hits mostly activators; 330,000 compounds, 0.02% hits;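 further: potency means the concentration at half of the fitted maximal effect; 0% = DMSO controls and full agonism = EC100 isoproterenol or metaproterenol; nearly all actives have a fitted effect of over 65% in size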
Target sequence (P07550 whole entry, looked up): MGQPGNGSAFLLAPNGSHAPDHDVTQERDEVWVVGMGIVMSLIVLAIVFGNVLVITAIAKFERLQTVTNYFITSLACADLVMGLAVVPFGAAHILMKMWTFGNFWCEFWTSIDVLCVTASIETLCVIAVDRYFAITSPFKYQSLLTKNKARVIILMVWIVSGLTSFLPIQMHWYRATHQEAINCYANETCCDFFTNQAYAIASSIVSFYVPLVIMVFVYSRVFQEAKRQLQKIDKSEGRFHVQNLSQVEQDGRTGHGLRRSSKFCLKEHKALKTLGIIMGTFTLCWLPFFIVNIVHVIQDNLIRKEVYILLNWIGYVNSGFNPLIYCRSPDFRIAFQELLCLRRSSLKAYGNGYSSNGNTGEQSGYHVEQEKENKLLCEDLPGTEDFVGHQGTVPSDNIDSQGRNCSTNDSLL
uPA generation: qHTS for Inhibitors of Cell Surface uPA Generation | cell surface uPA generation assay, qHTS | Potency, µM (doses to about 38.3 µM), for inactives: top-dose activity change, negative = inhibition, hits mostly inhibitors | 330,000 compounds, 0.31% hits; active means well fitted inhibition curve with a large enough effect; inconclusive means small, poorly fitted or top-dose-only effect; inactive means no such curve, though single readings can be large or run the other way; tested in mouse RAW 264.7 cells; further: potency means the concentration at half of the fitted maximal effect; on the % scale 0 is the no-effect control and ±100 the full control effect; nearly all actives have a fitted effect of over 55% in size
TSHR antagonist: Antagonists of the Thyroid Stimulating Hormone Receptor: HTS campaign | AID 504810, 2011 | 330,000 compounds, 0.2% hits | Thyrotropin receptor (Homo sapiens), P16473 | activity change, negative = inhibition, % at 11.5 µM | TSHR-expressing cells, TSH-stimulated cAMP HTRF, 2 h; hits give low values;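 active means activity change below a set negative limit, meaning inhibition stronger than a set level, cut at about -70% in these data; inconclusive means activity change between two set negative limits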; further: on the % scale 0 is the no-effect control and ±100 the full control effect
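Freshly harvested TSHR cells receive pin-tooled compound, then EC80 TSH at 4nM final. After 2 hours at 37 deg C, antibody in lysis buffer and cAMP-d2 are added; 30 minutes at ambient temperature precede the HTRF read.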
TSG101-PTAP inh: qHTS Assay for Iinhibitors of HIV-1 Budding by Blocking the Interaction of PTAP/TSG101; AID 493005, 2010; Fluorescence polarization, FITC-PTAP peptide / Tsg101 binding; 340,000 tested, under 10 active; Potency, µM (top dose mostly 115 µM), for the others: at the highest dose activity change, negative = inhibition, usual class: inhibitors; Tumor susceptibility gene 101 protein (Homo sapiens), Q99816; active means well fitted inhibition curve with a large enough effect in the main read-out, with a control signal flat, not every such curve was filed as active; inconclusive means small, poorly fitted or top-dose-only effect, or effect the other way, or a change in a side signal; inactive means no such curve, though single readings can be large or run the other way; further: potency means the concentration at half of the fitted maximal effect; % of control where 0% means no effect
Target sequence (Q99816 whole entry, looked up): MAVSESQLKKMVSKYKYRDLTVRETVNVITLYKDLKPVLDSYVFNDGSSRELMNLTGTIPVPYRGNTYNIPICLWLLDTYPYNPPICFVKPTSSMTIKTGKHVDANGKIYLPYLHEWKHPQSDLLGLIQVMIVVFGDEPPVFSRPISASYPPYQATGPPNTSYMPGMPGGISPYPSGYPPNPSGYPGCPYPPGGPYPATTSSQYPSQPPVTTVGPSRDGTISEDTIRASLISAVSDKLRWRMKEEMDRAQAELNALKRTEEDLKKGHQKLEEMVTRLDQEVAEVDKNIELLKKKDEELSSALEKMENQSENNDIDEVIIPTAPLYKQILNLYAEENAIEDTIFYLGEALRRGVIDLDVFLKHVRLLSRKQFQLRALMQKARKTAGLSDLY
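FP read-out: FITC-PTAP peptide, 50 nM final, binding Tsg101 binding domain, 10 uM final; 20 min, r.t.; 10 mM HEPES pH 7.5, 0.15 M NaCl, 0.01% Tween 20, 3 mM EDTA, 0.1 mM TCEP.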
Chronic BCR inh: qHTS Assay to Find Inhibitors of Chronic Active B-Cell Receptor Signaling; AID 493014, 2011; 340,000 compounds, 0.05% hits; ABC-DLBCL IkBa-CBG/CBR reporter, luminescence ratio, 4 h; Potency, µM (doses to about 46.1 µM), without a hit: at the top dose ratio change, negative = lower green/red ratio, hits mostly inhibitors; active means well fitted inhibition curve with a large enough effect in the signal ratio, with a control signal flat, not every such curve was filed as active; inconclusive means small, poorly fitted or top-dose-only effect, or effect the other way, or a change in a side signal; the % refers to the signal ratio;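 further: potency means the concentration at half of the fitted maximal effect; plate controls were basal doxycycline-induced cells for no effect and cells given 10 µM MG132 for full effect; MG132 reads +100%, hits lower the ratio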
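Compounds up to 46 uM were incubated four hours with TMD8 cells whose green CBG68 luciferase is fused to IkappaBalpha; red CBR luminescence normalised the signal, and concentration-effect curves were fitted to fusion, red and ratio data.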
USP2a block: qHTS Assay for Inhibitors of Ubiquitin-specific Protease USP2a Using CHOP2 as the Reporter; Ubiquitin carboxyl-terminal hydrolase 2 (Homo sapiens), O75604; USP2 core, Ub-CHOP2 coupled fluorogenic reporter, 485/531; 330,000 compounds, 0.01% hits; Potency, µM (top dose mostly 38.3 µM), for the others: at the top dose activity change, negative = inhibition, hits mostly inhibitors;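 further: potency means the concentration at half of the fitted maximal effect; plate controls were DMSO wells for no effect and full inhibition by NEM control for full effect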
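USP2 core (10nM final) preincubated 30min RT with compound in 20mM Tris-HCl pH 8.0, 2mM CaCl2, 2mM beta-mercaptoethanol, 0.05% CHAPS; 25nM Ub-CHOP2 plus 25nM reporter substrate added, fluorescence (Ex485/Em531) read after 60min.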
Tb PFK block: qHTS Assay to Find Inhibitors of T. brucei phosphofructokinase; Potency, µM (highest dose often 57.5 µM), for the others: top-dose activity, negative = inhibition, usual class: inhibitors; T. brucei PFK, ADP-Glo luminescence; 330,000 compounds, 0.17% hits; ATP-dependent 6-phosphofructokinase (Trypanosoma brucei brucei), O15648; AID 485367, 2010;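 further: potency means the concentration at half of the fitted maximal effect; 0% = uninhibited 1x PFK enzyme wells and -100% = no-enzyme wells; nearly all actives have a fitted effect of over 60% in size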
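Activity is normalized to no-enzyme wells (full inhibition) and 1.25 nM enzyme wells (no inhibition). Reaction: 0.5 mM F6P, 0.1 mM ATP, 45 min RT, ADP-Glo luminescence; concentration-response curves fitted and classed by quality.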
Active calls of the source: *; ? = inconclusive; · = not tested or not shown; [ ] = remark or other dose. Unless noted, the call rests on the fitted dose curve; in most records, active means well fitted curve in the direction sought with a large enough effect; inconclusive means small, poorly fitted or top-dose-only effect, or another doubt; inactive means no such curve, though single readings can be large; an effect the other way counts as inactive or inconclusive. Some of the compounds tested (hit frequency here may not be typical).

SMILES	Eya2 inh	TCR activator	Mito fusion yeast	ELG1 repair inh	B2AR arrestin	uPA generation	TSHR antagonist	TSG101-PTAP inh	Chronic BCR inh	USP2a block	Tb PFK block
CCC1(c2ccc(-c3ccccc3)cc2)C(=O)NC(=O)NC1=O	4%	·	1%	7%	-0.3%	0%	10	-1%	-6%	0%	2%
COc1ccc2[nH]cc(CCNCc3cccnc3)c2c1	1%	-1%	-1%	-6%	0.1%	-3%	2	1%	3%	3%	-3%
Cc1cccc(-n2c(O)c(C=Nc3ccc(Br)cn3)c(=O)[nH]c2=O)c1	-13%	5%	23%	?	0.0%	-7%	-21	-5%	?	0%	-3%
CCCC1(CCC)C(=O)NC(=NCc2ccccc2)NC1=O	25%	1%	-2%	?	-1.1%	-7%	-16	-7%	?	2%	-9%
Cc1ccc2c(c1)C(c1ccccc1)NCC(=O)N2 (stereo unspecified)	4%	3%	-12%	5%	-0.5%	4%	6	-1%	1%	5%	8%
COP(=O)(OC)C(Nc1ccccn1)c1ccccc1 (stereo unspecified)	4%	0%[46.1 µM]	-1%	11%	-0.4%	1%	-3	-3%	10%	5%	3%
CCCCn1c(=O)c(C(=O)Nc2ccsc2C(=O)OC)c(O)c2ccccc21	3%	1%[46.1 µM]	-6%	8%	-0.5%	-2%	5	1%	?	3%	0%
COc1ccc(NC(=O)N(C)C[C@H]2Oc3c(NS(=O)(=O)c4ccc(F)cc4)cccc3C(=O)N([C@H](C)CO)C[C@@H]2C)cc1	7%	6%	·	?	0.0%	-8%	1	-11%	2%	0%	-4%
Cc1ccc2cccc(OC(=O)N3CCCC3)c2n1	2%	-1%	-4%	19%	-0.1%	-1%	5	-4%	?	-2%	3%
COc1ccc(C(=O)C2CCCN(C3CSCCSC3)C2)c(OC)c1 (stereo unspecified)	-14%	-3%	-8%	?	-0.5%	-1%	23	-4%	-1%	3%	1%
C=CCNC(=O)c1c(N)n(Cc2ccco2)c2nc3ccccc3nc12	-39%	-9%	11%	?	0.2%	-4%	-1	-4%	?	1%	-2%
CC[N+]12CCC(CC1)C(C(O)(c1ccccc1)c1ccccc1)C2 (stereo unspecified)	?	-7%	0%	?	-0.1%	-8%	18	6%	-1%	1%	-12%
O=c1c2ccccc2nc(-c2ccc(Cl)cc2Cl)n1-c1nccs1	-16%	-6%[46.1 µM]	-5%	4%	-0.4%	-6%	-2	0%	7%	5%	-4%
CC(C)(C)CC(=O)Nc1nnc(SCC(=O)NCc2cccs2)s1	3%	-6%	-2%	?	0.3%	-4%	-7	-3%	1%	-5%	1%
O=[N+]([O-])c1ccc(NCCO)c2ncccc12	-20%	-4%[46.1 µM]	-4%	-2%	-0.3%	2%	-4	1%	-7%	-4%	2%
Cc1ccsc1C(=O)C1CCCN(Cc2c(C)nn(C(C)C)c2C)C1 (stereo unspecified)	-2%	·	-3%	-2%	0.2%	-1%	-3	-2%	3%	0%	0%
CCCc1c(C)nc(SCC(=O)C(C)(C)C)nc1OC(=O)N(C)C	-1%	2%	-3%	?	-0.3%	2%	-6	-9%	14%	1%	1%
N#CCCn1cc(C(=O)Nc2ccc([N+](=O)[O-])cc2)c(-c2ccc3c(c2)OCCO3)n1	-10%	0%[46.1 µM]	-12%	?	-0.1%	10%	-3	2%	?	1%	0%
CN(CC(=O)NC(=O)NCc1ccco1)CC(=O)Nc1ccccc1Cl	-15%	4%	2%	-9%	-0.6%	-4%	2	-10%	-1%	-2%	?
CCOCCSc1nc2c(c(-c3cccs3)c1C#N)CC/C2=C/c1cccs1	-1%	4%[46.1 µM]	-1%	-16%	-0.4%	-3%	26	?	-3%	1%	-3%
N#Cc1ccc(/C=C/C(=O)O)cc1	14%	-1%	6%	-8%	0.1%	5%	3	-3%	5%	-1%	0%
CC12CN3CC(C)(CN(C1)C3c1cccs1)C2=O (stereo unspecified)	0%	-4%	-1%	-1%	-0.4%	1%	-18	0%	?	9%	-2%
CC(C)(C)C(=O)Nc1ccc(-c2csnn2)cc1	0%	-1%	-7%	?	0.6%	?	3	0%	-1%	-3%	-5%
CC/C(CC(c1ccccc1)c1c(O)c2ccccc2oc1=O)=N\NC(N)=S (stereo unspecified)	6%	3%[46.1 µM]	5%	-5%	0.2%	1%	2	-2%	?	3%	-20%
CN1CCN(CCC(C#N)(c2ccccc2)c2ccccc2)CC1	-5%	3%	-1%	30%	-0.1%	5%	-11	-6%	-1%	2%	-1%
CCOC(=O)C1=C(N)Oc2ccccc2C12C(=O)N(CC(=O)OC)C(CC(=O)OC)=C2C(=O)OC (stereo unspecified)	-6%	-4%	-5%	3%	3.1%	·	15	-7%	-10%	2%	1%
C=CCn1c(O)c(/C=C2\C=Nc3ccccc32)c(=O)[nH]c1=O	-12%	-1%	-7%	?	-0.7%	3%	16	1%	?	-2%	3%
Cc1cccc(-n2c(O)c(C=NCCCN3CCOCC3)c(=O)[nH]c2=O)c1C	4%	-1%	-1%	12%	0.3%	-3%	-2	-3%	11%	1%	1%
CN1CCCN(C(=O)COc2ccccc2)CC1	-9%	6%	-1%	17%	-0.5%	10%	11	-3%	0%	2%	0%
CC(C)c1ccc(O)c(CN2CCN(c3ccccc3)CC2)c1	-18%	·	-1%	19%	0.2%	5%	13	0%	-8%	0%	0%
CC(C)(C#CC(=O)O)OOC(c1ccccc1)(c1ccccc1)c1ccccc1	-5%	12%	-11%	2%	-0.3%	-9%	0	-4%	?	-10%	1%
CC1CCN(CC(=O)c2cccc(C(F)(F)F)c2)CC1	0%	0%	-4%	16%	-0.5%	6%	11	-2%	-1%	-1%	-19%
CCC(=O)Nc1ccc(N2CCN(CC)CC2)c(Cl)c1	-6%	-8%	1%	5%	-0.1%	-1%	-24	-3%	1%	0%	-1%
Cc1cccc(NC(=O)C2CCCN2C(=O)Oc2ccccc2)c1 (stereo unspecified)	-5%	-25%	-1%	19%	-0.8%	6%	·	-4%	?	-1%	-3%
Cc1nc2ccccc2c(=O)n1-c1ccc(-c2ccccc2)cc1	0%	-3%	2%	?	-0.7%	?	-2	1%	-7%	0%	17%
C=CCSC1=N/C(=C\c2cc(OC)c3c(c2)OCO3)C(=O)S1	17%	-1%	9%	0%	-0.5%	-7%	·	-6%	0%	13%	?
CCN(CC)c1ccc(CC2C(=O)N(C)C(=O)N(C)C2=O)cc1	-6%	0%[46.1 µM]	-5%	6%	-0.3%	1%	11	0%	8%	4%	-9%
COc1ccc(-n2c(C)cc(C(=O)C[N+]34CCN(CC3)CC4)c2C)cc1	9%	10%	-3%	?	0.5%	1%	17	-1%	2%	-4%	-3%
O=C1CC(c2ccccc2)CN1 (stereo unspecified)	16%	-10%	-1%	-10%	-0.2%	4%	-3	1%	0%	3%	1%
CC(C)CCNC(=O)c1c(N)n(CC2CCCO2)c2nc3ccccc3nc12 (stereo unspecified)	-21%	-4%	20%	?	0.3%	3%	-5	-3%	?	-10%	-2%
O=C(O)C12C3CCCC1C32c1ccccc1 (stereo unspecified)	3%	0%	1%	0%	-1.1%	·	·	-5%	-3%	-6%	1%
CC(C)OP(=O)(OC(C)C)C(Nc1ccccc1)c1ccc2c(c1)OCO2 (stereo unspecified)	-1%	1%[46.1 µM]	1%	?	-1.1%	7%	28	-1%	?	1%	-9%
CCn1c(O)c(C=Nc2ccc(S(N)(=O)=O)cc2)c(=O)[nH]c1=S	11%	-3%[46.1 µM]	-5%	1%	-0.7%	5%	-1	-1%	1%	2%	1%
Cc1cc(/C=C2\C(=O)NC(=S)N(C)C2=O)c(C)n1C1CCCCC1	-6%	-3%[46.1 µM]	-6%	?	-1.0%	0%	-22	1%	-8%	1%	-7%
